Screening data (PubChem)
S3 lipid droplet – qHTS Assay for Lipid Storage Modulators in Drosophila S3 Cells. Drosophila S3 cells, BODIPY lipid droplet fluorescence, 18-24 h; cells fed with added oleic acid. AID 2685, 2010. 0.64% of 320,000 active. lipid storage change, negative = inhibition, % at the top dose, mostly 46.1 µM; hits show Potency in µM; active means well fitted inhibition curve with a large enough effect in the signal ratio, with a control signal flat, not every such curve was filed as active; inconclusive means small, poorly fitted or top-dose-only effect, or effect the other way, or a change in a side signal; the % refers to the signal ratio
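Drosophila S3 cells got compounds at several concentrations plus oleic acid (400 uM solution). Laser-scanning cytometry with 488 nm excitation read lipid droplets at 500-530 nm and cells at 575-640 nm. Percent activity was relative to 20 uM Triacsin C.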
S3 lipid droplet cell count max – also measured in S3 lipid droplet; calls as there; cell number change, %; measured here: cell count max response;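 cells counted by Cell Tracker Red CMTPX staining in the red channel; peak over a dose series mostly up to 46.1 µM; percent activity relative to internal control wells on each plate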
The depositor's hits bear a star; i = inactive; ? = inconclusive; . = no result given; [ ] = remark or other dose. On the % scale 0 is the no-effect control and ±100 the full control effect; potency means the concentration at half of the fitted maximal effect. Some of the compounds tested; rates above refer to the full screens.

Results follow in this order: S3 lipid droplet, S3 lipid droplet cell count max
1. Cc1cc(C(=O)N/N=C/c2ccc(-c3ccc([N+](=O)[O-])cc3Cl)o2)n[nH]1
    i, .
2. FC(F)(F)c1ccc(C2[C@H]3CN(Cc4cccnc4)[C@H](c4ccccc4)C34CC2(c2ccccc2)C4)cc1 (stereo not given in full)
    5%, -17
3. COc1ccc(C(=O)c2c3ccc([N+](=O)[O-])cc3[n+]([O-])n2CCCN)cc1
    ?, .
4. CCc1ccc(NC(=O)CS(=O)CC(=O)NC(C)CCc2ccco2)cc1 (stereo not given)
    1%, 4
5. CC1CCCN(S(=O)(=O)c2ccc(-c3ccc(=O)[nH]n3)o2)C1 (stereo not given)
    ?, .
6. Cn1cc(/C=C(\NC(=O)c2ccccc2)C(=O)NCCCN2CCOCC2)c2ccccc21
    i, 29
7. CC(Sc1ccc(Cl)cc1)C(=O)Nc1ccccc1C(=O)N1CCOCC1 (stereo not given)
    ?, .
8. O=c1[nH]c(/C=C\c2cccc(Cl)c2)nc(O)c1[N+](=O)[O-]
    ?, .
9. CCCCC[C@H](O)/C=C/[C@@H]1[C@@H](C/C=C\CCCC(=O)O)[C@@H](O)C[C@H]1O
    ?, .
10. Cc1ccc2nc(C)cc(N/N=C/c3cccnc3)c2c1
    6%, .
11. Nc1ccc[n+](CC(=O)c2ccccc2)c1
    -10%, 4
12. CCOc1ccc(-c2cc(C(=O)N3CCN(C)CC3)c3ccccc3n2)cc1
    i, -5
13. CCS(=O)(=O)N1CCN(c2c(Cl)cccc2[N+](=O)[O-])CC1
    i, .
14. O=C(CNc1ccccc1)N/N=C/c1ccc([N+](=O)[O-])cc1
    ?, .
15. O=C(CC1SC(=Nc2ccccc2)N(CCc2c[nH]c3ccccc23)C1=O)Nc1ccccc1F (stereo not given)
    ?, .
16. Cc1ccc(NS(=O)(=O)c2ccc(NC(=O)C3CC3)cc2)c(C)c1
    ?, .
17. Cc1ccc(S(=O)(=O)CCc2nc3ccccc3n2CCC#N)cc1
    ?, .
18. CCCC(C(=O)NC1CCCC1)N(C(=O)c1snc(C(N)=O)c1N)c1ccc(F)cc1 (stereo not given)
    24%, -10
19. Cc1ccc(C(=O)N2CCC3(CC2)Oc2ccc(F)cc2C(=O)C32CC(c3ccccc3)=NO2)s1 (stereo not given)
    12%, 11
20. O=C(NCc1ccc(F)cc1)c1noc2c1CCCC2
    ?, .
21. CCC(C)(C)NC(=O)CN(C(=O)c1snc(C(N)=O)c1N)c1ccc2c(c1)OCO2
    ?, .
22. COc1ccc(-c2cc(C(=O)OCC(=O)c3cccc([N+](=O)[O-])c3)c3cc(C)ccc3n2)cc1
    ?, .
23. Cc1cc(NC(=O)C(C)SCC(=O)Nc2cc(C(F)(F)F)ccc2N2CCOCC2)no1 (stereo not given)
    8%, -18
24. COc1ccc(C(=O)c2ccc(N(C)C)cc2)c2ccccc12
    0%, 0
25. C=CCOc1c(Br)cc(/C=N/NC(N)=O)cc1OC
    ?, .
26. Cc1ccc(S(=O)(=O)Nc2cccc(-c3ccc(N4CCCCCC4)nn3)c2)c(C)c1
    ?, .
27. CN1CCN(c2cc(N3CCc4ccccc4C3)c(F)cc2[N+](=O)[O-])CC1
    25%, -1
28. C#CCNC(=O)C1=C[C@@H](c2coc3ccccc3c2=O)C[C@@H](OCc2ccc(CO)cc2)O1
    -5%, -4
29. O=C(NCCc1ccccc1)c1ccc(Cn2c(SCc3cccc(F)c3)nc3cccnc32)cc1
    ?, .
30. Cc1c(NC(=O)COC(=O)Cn2cc(C(F)(F)F)ccc2=O)cccc1[N+](=O)[O-]
    11%, -3

Three compounds from above, sorted by number of heavy atoms, descending:
Results follow in this order: S3 lipid droplet, S3 lipid droplet cell count max
28. C#CCNC(=O)C1=C[C@@H](c2coc3ccccc3c2=O)C[C@@H](OCc2ccc(CO)cc2)O1
    -5%, -4
7. CC(Sc1ccc(Cl)cc1)C(=O)Nc1ccccc1C(=O)N1CCOCC1 (stereo not given)
    ?, .
9. CCCCC[C@H](O)/C=C/[C@@H]1[C@@H](C/C=C\CCCC(=O)O)[C@@H](O)C[C@H]1O
    ?, .

Four compounds already listed, sorted by their value in S3 lipid droplet, highest first:
cpd	molecule	S3 lipid droplet	S3 lipid droplet cell count max
30	Cc1c(NC(=O)COC(=O)Cn2cc(C(F)(F)F)ccc2=O)cccc1[N+](=O)[O-]	11%	-3
23	Cc1cc(NC(=O)C(C)SCC(=O)Nc2cc(C(F)(F)F)ccc2N2CCOCC2)no1 (stereo not given)	8%	-18
4	CCc1ccc(NC(=O)CS(=O)CC(=O)NC(C)CCc2ccco2)cc1 (stereo not given)	1%	4
11	Nc1ccc[n+](CC(=O)c2ccccc2)c1	-10%	4

Other records
Results follow in this order: S3 lipid droplet, S3 lipid droplet cell count max
31. C/C(=N/NC(N)=S)c1cc2ccc(O)cc2oc1=O
    ?, .
32. Cc1nc(SCC(=O)N2CCOCC2)c2c(C)c(C)sc2n1
    ?, .
33. O=C(NCc1ccc(F)cc1)C1CC(=O)N(Cc2ccco2)C1 (stereo not given)
    ?, .
34. O=c1cnnc(N/N=C/c2cccs2)[nH]1
    ?, .
35. FC(F)C(F)(F)C1=CC(c2ccccc2)=NCCN1
    ?, .
36. CC(C)CNC(=O)COC(=O)c1c2c(nc3ccccc13)/C(=C/c1cccs1)CC2
    ?, .
37. Cc1ccc(NC(=S)c2nc3ccccc3[nH]2)c(C)c1
    ?, .
38. Cn1c(=O)c2[nH]c(SCc3ccccn3)nc2n(C)c1=S
    ?, .
39. O=C(NNC(=O)c1cccc(S(=O)(=O)N2CCc3ccccc32)c1)c1ccccc1
    ?, .
40. O=C(CN(Cc1ccc2c(c1)OCO2)C(=O)CSc1nc2ccccc2o1)NC1CCCCC1
    1%, -11
41. CC1CN(S(=O)(=O)c2ccccc2)C(C)N1C(=O)N1CCOCC1 (stereo not given)
    ?, .
42. CCOC(=O)C1(CCCc2ccccc2)CCN(C(=O)Cc2nonc2C)CC1
    6%, 1
43. CC1CC1C(=O)OCC(=O)NC(=O)NCc1ccco1 (stereo not given)
    ?, .
44. O=C(O)c1ccc2c(c1)C(=O)N(c1ccc([N+](=O)[O-])cn1)C2=O
    ?, .
45. CCOc1ccc(Nc2ccc(C(=O)O)cc2[N+](=O)[O-])cc1
    14%, .
46. O=C(O)c1ccc2c(c1)C(=O)N(CCc1ccc(O)cc1)C2=O
    13%, -1
47. CCOC(=O)c1c(-c2ccc(C)cc2C)csc1NC(=O)CSc1nnnn1C
    ?, .
48. Cc1occc1-c1nnc(SCC(=O)N(C)c2ccccc2)o1
    i, .
49. COC(=O)CNS(=O)(=O)c1ccc(OC)cc1
    -2%, -4
50. CC(CNC(=O)c1ccc(OC2CCN(Cc3ccccn3)CC2)cc1)Oc1cccnc1 (stereo not given)
    ?, .
51. NC(=O)c1ccc(NC(=O)COC(=O)C2(c3cccc(F)c3)CCCC2)cc1
    ?, .
52. COc1ccc(NC(=O)CSCC(=O)Nc2ccc(C)c(S(=O)(=O)N3CCCCCC3)c2)cc1
    6%, 3
53. CCOC(=O)C1=C(C)NC(SC)=NC1c1ccc(OC)cc1 (stereo not given)
    7%, 11
54. O=C1NC(c2cccc([N+](=O)[O-])c2)=CCN1c1ccccc1O
    -2%, -4
55. CCOC(=O)NN1C(=O)c2ccccc2NC1(C)C
    3%, 18
56. CCOC(=O)c1c(C)[nH]c(C)c1C(=O)COC(=O)/C=C/c1cccc(C(F)(F)F)c1
    ?, .
57. O=C1CC(N2CCOCC2)C(=O)N1c1ccccc1Cl (stereo not given)
    ?, .
58. CCc1nonc1NC(=O)c1oc2cc(C)c(Cl)cc2c1C
    10%, 23
59. Cc1occc1C(=O)Nc1cccc(C(F)(F)F)c1
    -2%, -24
60. CCOC(=O)C(O)C1CCc2c([nH]c3ccc(C)cc23)C1=O (stereo not given)
    5%, -1

Next section.
Results follow in this order: S3 lipid droplet, S3 lipid droplet cell count max
61. CCn1c(CC(=O)Nc2ccccc2C)nnc1SCC(=O)Nc1nncs1
    20%, 8
62. CC(C)C[C@@H](CO)N(Cc1ccccc1)S(=O)(=O)N(Cc1ccccc1)[C@@H](CO)CC(C)C
    ?, .
63. COC(=O)Nc1ncc(CN2CCCCC2)s1
    ?, .
64. CCOC(=O)c1ccc([N+](=O)[O-])c(CS(=O)(=O)c2ccc(Cl)cc2)c1
    ?, .
65. CCOc1ccc(N(CC(=O)NC2CCCC2)C(=O)c2ccc(C)s2)cc1
    ?, .
66. C=CCn1cc(C(C)=O)c(=O)[nH]c1=O
    ?, .
67. CCCC(=O)NCC(c1cccs1)S(=O)(=O)c1ccc(C)cc1 (stereo not given)
    ?, .
68. CCOC(=O)NC1(C(F)(F)F)NC(=O)N(C2CCCCC2)C1=O (stereo not given)
    ?, .
69. COc1ccc(-n2c(=S)[nH]c3[nH]ncc3c2=O)cc1
    10%, 6
70. CN1CCN(C(=S)NC(=O)c2ccc(-c3ccccc3)cc2)CC1
    -14%[9.22 µM], -10
71. CNS(=O)(=O)c1cccc(C(=O)NCC2(N3CCCCC3)CCCCC2)c1
    ?, .
72. Cc1c2c(nc3c(C)cccc13)OC(C)C2 (stereo not given)
    4%, -4
73. c1ccc(-c2cc(N3CCCCCC3)n[nH]2)cc1
    ?, .
74. S=c1nc[nH]c2c1sc1nc(-c3ccccc3)c3c(c12)CCCC3
    ?, .
75. COc1ccc(C(=O)NCC(=O)OCn2nnc3ccccc3c2=O)cc1OC
    ?, .
76. COc1cc(-c2nc3ccccn3c2NCC2CCCO2)ccc1O (stereo not given)
    ?, .
77. C(=C\c1ccccc1)/CN1CCN(C(c2ccccc2)c2ccccc2)CC1
    -2%, 16
78. COC(=O)CSC1=C(C#N)C(=O)NC2(CCCCC2)S1
    -7%, -2
79. CC(C)Cn1c(N)c(C(=O)COC(=O)c2cc(F)cc(F)c2)c(=O)n(C)c1=O
    ?, .
80. COCCOC(=O)c1c(C)oc2ccc(OCc3cc(C(=O)OC)oc3C)cc12
    ?, .
81. C=C(C(=O)Oc1c(C(C)(C)C)cccc1C(C)(C)C)c1ccccc1
    ?, .
82. COc1ccc(C(=O)NNC(=O)C23CC4CC(CC(C4)C2)C3)c(OC)c1
    i, -21
83. O=C(Nc1cccc2ccccc12)c1ccccc1
    11%, 0
84. CC(=O)c1cccc(OCC(=O)Nc2cc(Cl)ccc2-n2cncn2)c1
    ?, .
85. O=C(CNc1ccc(Oc2ccccc2)cc1)N1CCOCC1
    i, .
86. CC(C)CNS(=O)(=O)c1ccc(C(=O)Nc2ccc3c(c2)OCCO3)cc1
    ?, .
87. CN(c1c(C#N)c(C(F)(F)F)nn1C)N(S(C)(=O)=O)S(C)(=O)=O
    ?, .
88. CNC(=O)COC(=O)c1ccc([N+](=O)[O-])cc1Cl
    0%, -11
89. CCc1cc2c(=O)c(-c3nc4ccccc4n3C)c(C)oc2c(CN2CCCCC2)c1O
    -24%, 3
90. Cc1ccc(C)c(N2CCN(C(=O)COc3cc(=O)n(C)c4ccccc34)CC2)c1
    ?, .

From no. 87 to 90, copied from above:
Results follow in this order: S3 lipid droplet, S3 lipid droplet cell count max
87. CN(c1c(C#N)c(C(F)(F)F)nn1C)N(S(C)(=O)=O)S(C)(=O)=O
    ?, .
88. CNC(=O)COC(=O)c1ccc([N+](=O)[O-])cc1Cl
    0%, -11
89. CCc1cc2c(=O)c(-c3nc4ccccc4n3C)c(C)oc2c(CN2CCCCC2)c1O
    -24%, 3
90. Cc1ccc(C)c(N2CCN(C(=O)COc3cc(=O)n(C)c4ccccc34)CC2)c1
    ?, .

(next part)
Results follow in this order: S3 lipid droplet, S3 lipid droplet cell count max
91. COc1ccc(OC)c(/C=N/NC(=O)C(O)c2ccccc2)c1 (stereo not given)
    -1%, 1
92. Cc1ccc2nc(-c3cccnc3)cc(C(=O)N3CCN(c4ccc([N+](=O)[O-])cc4)CC3)c2c1
    ?, .
93. CCn1c(SCC#N)nc2c(c1=O)C1(CCCC1)Cc1ccccc1-2
    12%, -10
94. CC(C)CN(C(=O)COC(=O)CSc1ccccc1)c1c(N)n(Cc2ccccc2)c(=O)[nH]c1=O
    ?, .
95. CC1=C(C(=O)Nc2ccccc2)C(c2ccccn2)n2ncnc2N1 (stereo not given)
    -1%, 2
96. O=C(CSc1nc2ccccc2c(=O)[nH]1)c1ccc(O)c(O)c1
    i, .
97. CCOC(=O)c1ccc(NC(=O)C2C3C=CC(C3)C2C(=O)O)cc1 (stereo not given)
    ?, .
98. C[C@@H]1CC=C[C@H]2[C@H]1C(=O)N(Cc1ccccc1)[C@H]2c1ccc2ccccc2c1
    ?, .
99. COc1cc(NC2=Nc3cccc4cccc2c34)cc(OC)c1OC
    12%, 31
100. COc1cc(OC)cc(C(=O)NNC(=O)CN2C(=O)NC(C)(c3ccccc3)C2=O)c1 (stereo not given)
    ?, .
101. CN(C)S(=O)(=O)c1ccc(C(=O)NCC(=O)Nc2ccc(F)c(F)c2)cc1
    12%, 29
102. Cn1nnnc1SCC(=O)c1ccco1
    ?, .
103. C/C(=N\NC(=O)c1cc(C)oc1C)c1ccc2c(c1)OCO2
    ?, .
104. CCOCCCN1CC(C(=O)NCc2ccc3c(c2)OCO3)CC1=O (stereo not given)
    3%, 2
105. COc1ccccc1CNC(=O)C1CCCN(S(=O)(=O)c2c(C)[nH]c(=O)[nH]c2=O)C1 (stereo not given)
    ?, .
106. CCC(C)Oc1cc(-c2ccnc(Nc3cccc(Cl)c3)n2)ccn1 (stereo not given)
    ?, .
107. Cc1ccc(C)c(S(=O)(=O)N2CCN(C(=O)CCC(=O)NCc3ccc(Cl)cc3)CC2)c1
    ?, .
108. COc1ccc(CN(C)S(=O)(=O)c2nnc(NC(=O)c3ccccc3Br)s2)cc1
    i, -1
109. CC1CCc2nc(NC(=O)Nc3ccc4c(c3)OCO4)sc2C1 (stereo not given)
    ?, .
